Compound activity from PubChem BioAssay.
SMARCA2 act – increases SMARCA2 function in MMTV reporter cells; MG213 cells, MMTV-luciferase reporter, dexamethasone, overnight; activation, % at 9.1 µM; hit rate 1% among 370,000; in the data active means activation above about 7.8%;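 further: 0% = vehicle wells and 100% = reference activator wells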
PLC-beta3 inh – inhibitors of human phospholipase C beta3; Q01970; Purified PLC-beta3, fluorogenic substrate, fluorescence; inhibition, % at 12.2 µM; hit rate 0.18% among 370,000; in the data active means inhibition above about 11%;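 further: 0% = median of compound wells on plate and 100% = full blocker control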
DAX1 inh-1 – NR0B1 (DAX1) inhibition. P51843. HEK293 Gal4-DAX1 luciferase reporter, luminescence. inhibition, % at 6.75 µM. hit rate 0.99% among 340,000. AID 504766;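 active means inhibition above the mean over all tested compounds plus 3 SD, cut at about 4.2% in these data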;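 further: 0% = DAX1-transfected cells with DMSO and 100% = empty-vector control cells with DMSO; inhibition shows as a rise in luminescence from relieved DAX1 repression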
ADAM17 inh – inhibitors of human ADAM17; P78536; recombinant ADAM17, EDANS/DABCYL FRET peptide cleavage; inhibition, % at 6.95 µM; hit rate 0.83% among 370,000; AID 720648;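 active means inhibition above the mean of compounds lying between control limits plus 3 SD, set per campaign, cut at about 8.5% in these data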;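 further: 0% = DMSO-only wells as the low control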
MBD2 inh – blocks human MBD2 binding to methylated DNA. inhibition, % at 4.4 µM. TR-FRET, MBD2 binding to methylated oligonucleotide. hit rate 0.31% among 370,000. AID 686964; in the data active means inhibition above about 13%
Target sequence (Q9UBB5 whole entry, looked up): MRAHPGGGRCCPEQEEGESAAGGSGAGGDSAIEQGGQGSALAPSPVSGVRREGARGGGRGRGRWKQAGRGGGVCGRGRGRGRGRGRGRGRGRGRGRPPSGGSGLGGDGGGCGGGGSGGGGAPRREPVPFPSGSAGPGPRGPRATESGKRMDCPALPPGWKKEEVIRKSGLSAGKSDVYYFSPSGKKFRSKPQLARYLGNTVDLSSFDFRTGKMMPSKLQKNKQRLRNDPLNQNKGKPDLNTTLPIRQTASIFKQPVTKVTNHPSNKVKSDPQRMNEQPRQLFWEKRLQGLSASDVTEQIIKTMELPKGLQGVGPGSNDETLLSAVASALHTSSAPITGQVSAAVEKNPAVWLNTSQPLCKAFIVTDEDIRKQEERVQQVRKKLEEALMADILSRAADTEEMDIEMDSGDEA
hcDAF12 agonist – activates DAF-12 receptor from parasite H. contortus. HEK293 hcDAF-12 lit1-tk-luc reporter, luminescence; 0% DMSO, 100% Δ7-dafachronic acid. activation, % at 6.8 µM. hit rate 1.4% among 370,000;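 active means activation above the mean of all tested compounds plus 3 SD, cut at about 5.5% in these data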;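 further: 100% = response to 3 µM Δ7-dafachronic acid high control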
NR1D1 modulator – Rev-erb alpha (human) modulation; P20393; Rev-erbα–FITC-DNA binding, fluorescence polarization, 90 min; activity, % at 10 µM; hit rate 0.79% among 370,000; AID 1259318;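 active means activity above about 14%, limit read from the data; passing the limit was not always enough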;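 further: 0% = DMSO wells with 35 nM protein and 100% = DMSO wells with 750 nM protein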
Target sequence (P20393 whole entry, looked up): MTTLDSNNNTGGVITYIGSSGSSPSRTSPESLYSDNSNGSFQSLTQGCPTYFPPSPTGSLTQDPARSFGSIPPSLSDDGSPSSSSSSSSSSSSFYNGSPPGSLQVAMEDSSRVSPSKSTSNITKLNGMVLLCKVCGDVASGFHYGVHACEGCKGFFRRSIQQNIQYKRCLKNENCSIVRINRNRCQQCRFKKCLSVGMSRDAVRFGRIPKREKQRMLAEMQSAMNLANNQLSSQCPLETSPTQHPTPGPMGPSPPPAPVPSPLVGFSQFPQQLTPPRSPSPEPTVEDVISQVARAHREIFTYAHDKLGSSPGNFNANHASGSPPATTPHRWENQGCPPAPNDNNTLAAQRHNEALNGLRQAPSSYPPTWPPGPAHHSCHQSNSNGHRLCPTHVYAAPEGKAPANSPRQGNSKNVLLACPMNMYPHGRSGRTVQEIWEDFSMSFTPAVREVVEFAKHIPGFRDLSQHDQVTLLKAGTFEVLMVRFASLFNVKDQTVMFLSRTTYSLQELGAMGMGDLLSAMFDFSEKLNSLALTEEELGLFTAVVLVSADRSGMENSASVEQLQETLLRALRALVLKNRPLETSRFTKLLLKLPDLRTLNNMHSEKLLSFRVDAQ
PLCg1 inh – PLC-gamma1 (human) inhibition, primary screen; P19174; purified PLC-gamma1, fluorogenic substrate, fluorescence; inhibition, % at 12.2 µM; hit rate 0.84% among 370,000; AID 720700; in the data active means inhibition above about 9.5%
hgDAF12 agonist – agonists of H. glycines DAF-12 nuclear receptor | activation, % at 6.8 µM | AID 687014 | HEK293 GAL4-hgDAF12 UAS-luciferase reporter, agonist luminescence; normalized to butyrate control | hit rate 1.8% among 370,000;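 active means activation above a cutoff set at the mean of all screened compounds plus 3 SD, cut at about 10% in these data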;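 further: 0% = DMSO wells and 100% = sodium butyrate wells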
ssDAF12 agonist – S. stercoralis DAF-12 activation, primary screen; HEK293 ssDAF-12/GRIP1 lit1-tk-luc reporter, luminescence; % of 3 µM dafachronic acid response; activation, % at 6.8 µM; hit rate 1% among 370,000; AID 652126;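 active means activation above the mean over all tested compounds plus 3 SD, cut at about 0.9% in these data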;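 further: 0% = DMSO-only wells and 100% = 3 µM delta7-dafachronic acid wells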
DAX1 inh-2 – blocks DAX1 repression of SF-1 activated StAR promoter | HEK293T StAR-luciferase reporter, SF-1/DAX-1 repression relief | inhibition, % at 6.8 µM | hit rate 1.1% among 370,000 | AID 652010;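 active means inhibition above the mean over all tested compounds plus 3 SD, cut at about 3.6% in these data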;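 further: 0% = DAX-1 cells with DMSO and 100% = cells lacking DAX-1 with DMSO; higher inhibition means more luminescence from relief of DAX-1 repression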
Active calls of the source: *; i = inactive; nt = no result given.

SMILES	SMARCA2 act	PLC-beta3 inh	DAX1 inh-1	ADAM17 inh	MBD2 inh	hcDAF12 agonist	NR1D1 modulator	PLCg1 inh	hgDAF12 agonist	ssDAF12 agonist	DAX1 inh-2
COC(CNC(=O)c1ccc2c(c1)ncn2-c1cc(C)cc(C)c1)OC	-1	-4	-1.3	-3	1	-3.4	2	6	-1.2	-1.5	-0.2
COC(=O)c1ccc(NC(=S)Nc2cccc(C)n2)cc1	0	6	1.1	-1	0	1.8	15	2	1.6	-0.3	-0.3
Nc1nonc1-n1nnc(C(=O)N/N=C/c2ccccc2O)c1CN1CCCC1	-1	-17	-1.5	-1	3	-0.1	-2	-13	3.9	-1.1	-0.9
CCOc1ccccc1CN1CCN(Cc2cccc3c2OCO3)CC1CCO (centres undefined)	-2	4	1.2	1	0	-1.3	-1	0	2.6	-0.3	1.0
O=C1NCCN1c1ncc([N+](=O)[O-])s1	-4	2	2.2	-6	-8	-0.9	0	1	1.3	-1.0	-0.1
Cc1ccc(CN(Cc2ccco2)C(=S)NCC(=O)NCc2cccnc2)cc1	-5	-8	-1.4	-6	6	-0.8	-1	-2	-1.6	-2.2	-2.0
Nc1nc(NCc2ccco2)nc(N2CCOCC2)c1[N+](=O)[O-]	0	-5	0.4	-1	1	-0.4	7	-3	-0.7	-1.0	-0.6
C=C(C)C1CC=C(CN2CCC(O)CC2)CC1 (centres undefined)	1	4	0.3	5	0	0.1	-1	3	0.6	-0.9	0.7
COCCNC(=O)/C(C#N)=C/c1ccc(O)cc1	2	-24	0.9	-3	-7	-0.3	6	-1	0.5	-0.2	0.2
CCN(C[C@H]1N[C@@](CC)(C(=O)OC)[C@H]2C(=O)N(Cc3ccccc3)C(=O)[C@@H]12)C(=O)NC(C)C	-3	-1	-0.3	-3	7	-0.5	2	1	-1.0	-0.8	-1.0
COc1ccccc1NC(=O)Cc1noc(CSc2nnc(C(F)(F)F)n2C)n1	0	-8	2.3	-3	-1	-0.1	0	-1	-1.8	-0.4	0.4
NN1C(=O)/C(=C\c2ccco2)SC1=S	0	-8	nt	-2	17*	0.6	-18	18*	-1.4	-1.3	-0.2
CC1=CC2=NC(=O)/C(=C\c3cc(C)n(-c4ccc(F)cc4)c3C)C(=N)N2O1	-3	-10	-0.6	0	6	3.9	7	-8	-0.2	-1.8	0.5
O=S(=O)(NCCc1ccccc1)c1cccc2nsnc12	1	1	-1.1	0	-3	-0.4	9	-6	0.2	-1.0	0.4
CC1(C)CC(=O)C=C(NNC(=O)c2ccccc2O)C1	-1	i	-0.3	-20	-1	3.3	4	-386	9.1	-0.7	1.9
COc1ccc(NC(=O)CN2CCN(CC(=O)Nc3ccccc3Cl)CC2)cc1	1	1	-0.1	-1	2	0.6	-1	1	1.6	-1.4	-1.7
COc1ccc(Br)cc1S(=O)(=O)NNC(=O)c1c(C)nc2ccccn12	4	3	nt	-1	-2	0.2	3	0	-1.4	-1.2	-0.3
O=c1[nH]c(CSc2nc(-c3ccc(F)cc3)cs2)nc2ccccc12	0	1	-0.8	-4	-6	-0.4	-1	0	-0.8	-1.6	0.0
O=C(CN1CCC(C(=O)c2ccc(F)cc2)CC1)Nc1ccccc1	-4	-3	-1.2	-1	3	-3.0	1	3	-1.5	-2.1	-1.9
CCOC(=O)C1CCN(C(=O)COC(=O)c2oc3ccc(OC)cc3c2C)CC1	1	-123	-0.6	-78	5	0.6	-6	-98	-2.2	-1.5	1.0
O=S(=O)(c1cccs1)N1CCc2ccccc21	-4	0	-0.5	-6	2	-0.3	2	-2	-2.7	-0.8	-0.1
CCOC(=O)C1CCN(S(=O)(=O)c2ccccc2[N+](=O)[O-])CC1	-4	-6	nt	-3	-5	-0.3	0	-1	-2.9	-0.8	0.3
COc1cc2c(cc1NC(=O)c1cccnc1)CCCC2	-1	-1	-0.2	-4	-2	-0.7	3	0	1.5	-0.9	-0.2
Cc1ccc(-c2ccc(CN3C(CC(C)C)C(=O)N(Cc4cn(CC5CCCCC5)nn4)CCS3(=O)=O)cc2)cc1 (centres undefined)	-4	3	-0.8	0	2	-1.9	-3	2	-2.2	-1.2	1.3
COc1ccc(OCC(=O)Nc2nnc(S(=O)(=O)N3CCCCCC3)s2)cc1	-2	-5	-0.2	-3	3	-2.0	-3	-4	-1.4	-0.8	0.9

Ordered by molar mass (largest number first): part of the list above
SMILES	SMARCA2 act	PLC-beta3 inh	DAX1 inh-1	ADAM17 inh	MBD2 inh	hcDAF12 agonist	NR1D1 modulator	PLCg1 inh	hgDAF12 agonist	ssDAF12 agonist	DAX1 inh-2
Cc1ccc(CN(Cc2ccco2)C(=S)NCC(=O)NCc2cccnc2)cc1	-5	-8	-1.4	-6	6	-0.8	-1	-2	-1.6	-2.2	-2.0
COC(CNC(=O)c1ccc2c(c1)ncn2-c1cc(C)cc(C)c1)OC	-1	-4	-1.3	-3	1	-3.4	2	6	-1.2	-1.5	-0.2
O=C1NCCN1c1ncc([N+](=O)[O-])s1	-4	2	2.2	-6	-8	-0.9	0	1	1.3	-1.0	-0.1

Remaining list, next part:
SMILES	SMARCA2 act	PLC-beta3 inh	DAX1 inh-1	ADAM17 inh	MBD2 inh	hcDAF12 agonist	NR1D1 modulator	PLCg1 inh	hgDAF12 agonist	ssDAF12 agonist	DAX1 inh-2
CC(C)(C)c1nc(SCC(=O)N2CCCC2)c2ccccc2n1	-3	3	1.5	5	-1	-0.8	-3	2	-0.4	-0.8	1.5
CCOC(=O)C1Sc2[nH]c(=O)sc2C(c2ccc(Cl)cc2)C1C(=O)OCC (centres undefined)	1	-7	-1.2	-2	-1	-2.5	1	-5	0.3	-0.7	-0.5
CCN(CC(=O)Nc1ccc(Br)cc1)C(=O)c1nc2nc(C)cc(C)n2n1	4	-5	-0.6	1	-5	-1.9	6	-3	0.9	-0.8	0.5
Cc1cccnc1NC(=O)c1csnn1	-1	1	0.6	-2	-6	-1.1	3	0	-0.4	-1.3	0.1
O=S(=O)(CCN1CCCC1)NCCNS(=O)(=O)c1ccc(F)cc1Br	-3	-19	-0.3	-2	3	1.6	0	-12	-3.7	-0.7	-0.1
Cc1ccc(NC(=O)CSC(C)C(=O)NCCc2ccccn2)cc1 (centres undefined)	2	-5	1.4	-2	0	0.3	0	3	-2.6	-0.6	-0.6
COc1ccc(S(=O)(=O)NNc2nc(C)cc(C)n2)cc1[N+](=O)[O-]	6	-1	-0.1	-1	1	1.1	-2	3	0.8	-0.7	-0.2
COc1ccc(CNC(=O)C2CCCN(C(=O)Nc3ccccc3OC)C2)cc1 (centres undefined)	-2	-1	-0.4	0	-1	-0.9	-3	3	1.0	-1.1	-0.3
CCOC(=O)C1=C(C)N=c2s/c(=C/c3cccc([N+](=O)[O-])c3O)c(=O)n2C1c1cc(OC)c(OC)c(OC)c1 (centres undefined)	-4	-4	-0.7	-1	-4	-1.4	7	5	1.1	-1.4	0.3
Cc1ccc(Cl)cc1NC(=O)C(=O)N/N=C/c1ccc2c(c1)OCO2	0	-4	-0.4	-1	2	-2.5	4	-1	3.0	-0.4	0.2
COCCNC(=O)/C(C#N)=C/c1c(N2CCN(C)CC2)nc2ccccn2c1=O	-1	-171	-0.7	-270	-2	-0.1	-2	-132	-1.4	-1.1	-0.3
O=C(COC(=O)c1ccc(F)c(S(=O)(=O)N2CCOCC2)c1)NC1CCCCC1	-1	-8	-0.2	-2	4	1.4	4	4	3.7	-0.5	0.7
COc1ccc(CC(=O)N/N=C\c2cc(Br)c(O)c(Br)c2)cc1	3	-13	-0.8	-26	-3	0.9	0	-9	0.4	0.0	0.4
Cc1[nH]c(=O)nc(SCc2cccc(Cl)c2)c1C#N	-2	-17	-0.7	4	3	0.9	4	-1	0.6	-0.3	0.8
O=C(c1ccco1)N1CCN(C(=O)c2ccc(-c3ccc([N+](=O)[O-])cc3)o2)CC1	-2	-33	0.8	0	6	-0.8	7	-7	0.7	-0.9	-1.8
COc1cc2nc(C3CCC3)n(NC(=O)COc3ccccc3)c(=O)c2cc1OC	-1	0	0.7	-1	4	-0.7	1	0	2.4	-1.8	0.5
Cc1ccc(Nc2cc(=O)n(C3CCCCC3)c(=O)[nH]2)cc1C	-1	4	1.0	-3	3	-0.9	3	3	0.2	-1.1	-0.1
O=C1C2CCCCC2C(=O)N1c1nccs1 (centres undefined)	1	-1	1.2	-1	2	-0.1	1	-2	-2.3	-0.9	-0.2
CCNC(=S)N/N=C/c1cccs1	-3	1	1.1	-3	-1	0.0	3	2	0.0	-0.9	-0.6
O=c1cnnc(N/N=C/c2c[nH]c3ccccc23)[nH]1	0	-5	0.8	-1	-2	1.9	2	-8	3.1	0.4	-0.3
Cc1nonc1NC(=O)OC1CCCCC1	0	4	-0.2	-5	1	-0.4	0	1	-0.3	-0.7	0.3
CN(CC(=O)Nc1ccc(OC(F)(F)F)cc1)C(=O)/C=C/c1ccco1	5	-7	0.4	-1	-1	-0.3	9	-2	-0.1	-2.0	1.0
O=C(Nc1nnc(C2CCCCC2)s1)c1ccco1	2	2	-0.1	-1	1	1.1	3	3	3.1	-0.8	0.3
O=C(CC1OC(=O)c2ccccc21)c1ccco1 (centres undefined)	1	2	-0.3	2	-4	-1.6	3	1	-2.9	-1.1	-0.8
OCCNc1cnc2ccccc2n1	0	-75	-0.3	-113	1	1.3	2	-62	3.1	-1.0	0.8
The listing continues.
SMILES	SMARCA2 act	PLC-beta3 inh	DAX1 inh-1	ADAM17 inh	MBD2 inh	hcDAF12 agonist	NR1D1 modulator	PLCg1 inh	hgDAF12 agonist	ssDAF12 agonist	DAX1 inh-2
O=c1oc2cc(O)ccc2c2c1CCCC2	0	i	0.0	i	0	1.6	-2	i	1.0	-1.7	0.3
COC(=O)C(C)Oc1cc(C)ccc1COc1ccc(-n2nc(C)n(C(F)F)c2=O)cc1 (centres undefined)	-3	-4	-2.0	3	1	-2.4	10	-1	3.1	-1.1	0.1
COc1cccc(-c2nc(Cl)nc3cc(Cl)ccc23)c1	0	-9	nt	0	6	4.9	3	-3	-3.0	-0.6	1.5
COc1ccc(-c2coc3cc(O)ccc3c2=O)cc1	3	-431	2.1	-128	2	5.3	-2	-311	8.2	-0.4	4.9*
COc1ccc(OC)c(C2=NOC(C(=O)Nc3c(C)n(C)n(-c4ccccc4)c3=O)C2)c1 (centres undefined)	-2	4	0.7	-5	0	-1.7	1	1	-1.7	-1.0	-0.7
COc1ccc(-n2c(CNC(=O)c3cc(OC)c(OC)c(OC)c3)n[nH]c2=S)cc1	0	3	1.1	-2	1	-0.3	2	2	0.7	-1.3	-0.3
CC1(C(=O)NCc2ccccc2)CCC(=O)N1CCOc1ccccc1 (centres undefined)	-2	-1	nt	-7	2	0.0	-4	0	-0.6	-1.0	0.1
CC(=O)Nc1ccc(/C(C)=N/NC(=O)c2ccccc2Cl)cc1	0	-4	2.8	-8	1	-0.7	1	-2	3.1	-0.5	1.2
CC(=O)c1cc2c(cc1NC(=O)CCn1cnnn1)OCO2	-4	-52	1.0	-18	-2	0.2	1	-31	4.5	-1.2	-0.1
COc1ccc(NC(=O)CNC(=O)Cn2ccc3ccccc3c2=O)c(OC)c1	0	-3	-0.7	5	1	-1.1	5	3	-1.6	-0.9	-0.2
O=C1NC(=O)N(c2ccccc2)C1=O	5	2	-0.3	-1	-7	-0.5	-3	0	-0.3	-1.2	0.1
O=C(CCC1CCCC1)NCc1cccs1	1	2	0.6	-3	-6	0.1	-3	-2	1.8	-0.9	-0.6
